SUMO Mot1 rescue: blocks SUMOylation pathway, rescuing yeast Mot1-301 growth; S. cerevisiae Mot1-301 growth rescue, ATP luminescence, 38.5C; percent above DMSO median, 100 means doubled; growth rescue, % at 18.8 µM; 1% of 320,000 active; AID 2716;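 active means every valid replicate shows activation above 250% relative to neutral control wells; inactive means the rest, any valid replicate at or below 250%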;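 further: OY570 slx delta 5 strain wells were the positive control but not used for scaling; some compounds called inactive have numbers as strong as hits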
AddAB inh: less growth of phage-infected E. coli with AddAB; E. coli expressing H. pylori AddAB, absorbance growth; inhibition, % at 11.9 µM; 0.29% of 330,000 active; in the data active means inhibition above about 12%;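 further: 0% = vehicle wells of infected cells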
PKA-R2B activ: PKA-R2B complex activation | PKA-R2B holoenzyme dissociation, Cy5-IP20 fluorescence polarization; R2B truncated from residue 108, S112A mutant; 0% DMSO only, 100% 113 µM cGMP | 0.079% of 340,000 active | activation, % at 11.4 µM | P22694+P31323 | AID 504700;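 active means activation above a cutoff set at the mean over all compounds plus 3 SD, cut at about 18% in these data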;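 further: higher means more holoenzyme dissociation and a rise in polarization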
DAGLB inhibitor: diacylglycerol lipase beta (human) inhibition. Q8NCG7. HEK293T DAGLB membrane lysate, EnzChek fluorogenic substrate. inhibition, % at 5.17 µM. 0.059% of 340,000 active. AID 504411; in the data active means inhibition above about 34%;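 further: 0% = enzyme with vehicle and 100% = wells lacking enzyme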
Target sequence (Q8NCG7 whole entry, looked up): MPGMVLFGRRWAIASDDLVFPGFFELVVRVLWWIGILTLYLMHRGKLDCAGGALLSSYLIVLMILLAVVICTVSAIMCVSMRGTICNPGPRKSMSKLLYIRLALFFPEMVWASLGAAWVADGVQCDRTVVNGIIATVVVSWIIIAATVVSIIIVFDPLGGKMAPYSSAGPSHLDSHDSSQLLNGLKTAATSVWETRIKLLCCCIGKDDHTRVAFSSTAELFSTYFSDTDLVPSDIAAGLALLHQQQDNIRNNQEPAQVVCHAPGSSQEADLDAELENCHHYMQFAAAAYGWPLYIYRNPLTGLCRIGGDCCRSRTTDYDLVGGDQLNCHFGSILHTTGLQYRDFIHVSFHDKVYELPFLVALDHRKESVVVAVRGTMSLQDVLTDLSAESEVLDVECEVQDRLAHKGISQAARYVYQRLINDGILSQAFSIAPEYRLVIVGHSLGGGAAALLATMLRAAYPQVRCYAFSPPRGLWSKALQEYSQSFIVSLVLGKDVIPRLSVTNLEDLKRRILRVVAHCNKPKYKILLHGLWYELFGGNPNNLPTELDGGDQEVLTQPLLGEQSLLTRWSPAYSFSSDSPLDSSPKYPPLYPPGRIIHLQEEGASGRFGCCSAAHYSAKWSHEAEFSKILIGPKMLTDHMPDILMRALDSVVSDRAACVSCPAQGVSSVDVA
phage Ecoli inh: E. coli growth loss with phage present; inhibition, % at 11.9 µM; 0.26% of 360,000 active; growth absorbance; in the data active means inhibition above about 11%
HTR5A inv ag: inverse agonist of human HTR5A in OPRM1-OPRD1 counter-screen; P47898; HTR5A cell line, luminescence, inverse agonism; inhibition, % at 9.3 µM; 0.083% of 340,000 active; in the data active means inhibition mostly above about 23%, no sharp cut-off; inactive means mostly below about 18%;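 further: 0% = cells with DMSO and 100% = no-cell wells with DMSO; some compounds called inactive have numbers as strong as hits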
PKA-R1A act: activates the PKA-R1A holoenzyme complex; P00514+P68181; PKA-R1A dissociation, Cy5-IP20 fluorescence polarization; scaled: DMSO 0%, 113 µM cGMP 100%; activation, % at 11.4 µM; 0.083% of 340,000 active;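 active means percent activation above the mean of all tested compounds plus 3 SD, cut at about 19% in these data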;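 further: higher means more PKAc released from R1A so a rise in polarization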
HTR5A ag ctr: counter-screen for OPRM1-OPRD1 agonists: human HTR5A agonism | 0.61% of 340,000 active | HTR5A agonist assay, luminescence, cell-based | AID 504692 | activation, % at 9.3 µM | P47898; in the data active means activation mostly above about 9.5%, no sharp cut-off; inactive means mostly below about 7.6%;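 further: 0% = cells with vehicle only and 100% = reference agonist; strong numbers were not always called active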
Tat transport: inhibitors of E. coli Tat protein transport. E. coli MC4100 TorA-mCherry Tat export, fluorescence. inhibition, % at 10 µM. 0.036% of 340,000 active. AID 488895;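 active means mean replicate inhibition at least 50% and at least half of replicates individually reaching 50%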;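 further: exported cargo escapes ClpAP degradation while cytoplasmic cargo is degraded and loses fluorescence; 0% = median of neutral control wells and 100% = median of NaSCN control wells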
Ecoli viability: bacterial growth inhibition, counter-screen for AddAB inhibitors; E. coli V3065 growth, OD600 absorbance, 18 h; 0.27% of 330,000 active; inhibition, % at 11.9 µM;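 active means inhibition above the campaign's mean inhibition across all tested compounds plus 3 SD, cut at about 9.9% in these data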;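 further: uninfected addAB+ strain grown without phage in ampicillin broth; 0% = DMSO wells and 100% = ciprofloxacin 0.95 µg/ml wells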
CDK5 p35 inh: CDK5/p35 (human) kinase inhibition. 0.01% of 330,000 active. Recombinant CDK5/p35, ADP-Glo luminescence, 60 min. inhibition, % at 10 µM. Q00535+Q15078;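 active means highest replicate inhibition of at least 50% and at least 75% of replicates reaching 50%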;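 further: plate controls were DMSO neutral control for no effect and GW8510 at 10 µM for full effect; many of its hits are not listed in these tables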
Numbers without * were called inactive; · = no result given. An unsorted share of the library, and some 2.3% of all compounds hit somewhere here.

Value order: SUMO Mot1 rescue	AddAB inh	PKA-R2B activ	DAGLB inhibitor	phage Ecoli inh	HTR5A inv ag	PKA-R1A act	HTR5A ag ctr	Tat transport	Ecoli viability	CDK5 p35 inh
COC(=O)C1=C(C(=O)OC)[C@@H]2N(Cc3ccccc3)c3ccccc3[C@@]23C[C@@H](C(=O)OC)N(C(=O)NC(C)(C)C)C3=N1
→ -18.9	0.7	-3.8	3.4	1.9	12.0	-1.1	-1.0	-2.1	0.3	1.1
O=C(CS(=O)(=O)Cc1ccccc1)NCCc1ccc(F)cc1
→ 1.4	0.8	-8.7	-3.4	2.4	-1.2	-10.2	-0.8	-8.2	-0.9	0.5
Cc1cnn(-c2nc(-c3ccccc3)cc(-c3ccccc3)n2)c1
→ ·	·	-5.9	-11.8	3.0	12.4	6.9	0.6	-0.3	·	0.0
Cc1csc2ncc(C(=O)Nc3ccon3)c(=O)n12
→ 161.5	1.8	5.0	2.2	2.2	4.9	-6.5	-2.1	4.6	2.1	-17.1
COCCN(C(=O)COC(=O)Cc1c[nH]c2ccccc12)c1c(N)n(Cc2ccccc2)c(=O)[nH]c1=O
→ -6.2	-0.5	-7.9	1.8	1.9	-9.6	-4.6	3.2	-2.2	-1.4	2.6
O=Cc1cn(-c2ccccc2)nc1-c1cc2cc(O)ccc2oc1=O
→ 2.0	0.2	3.4	-0.5	0.6	18.5	0.2	1.2	2.9	1.2	2.5
O=C(/C=C/c1cc2c(cc1Br)OCO2)NCc1ccc(Cl)cc1
→ 50.1	0.6	-7.0	-1.2	3.0	-11.1	-12.8	4.3	4.8	0.0	0.4
CN(Cc1ccccc1F)c1ccc(S(=O)(=O)N2CCCC2)cn1
→ 13.0	3.3	-7.7	-2.3	5.0	19.4	1.1	-7.0	3.8	-0.6	-1.7
COc1ccc(C(C(=O)NC2CCCC2)N(C(=O)c2ccco2)c2ccc3c(c2)OCO3)cc1OC (stereo not given)
→ 37.2	-0.1	-6.1	-1.2	3.2	-20.4	-2.1	-3.1	5.1	-0.2	1.3
O=C(CSc1nnc(-c2ccco2)n1CC1CCCO1)c1ccc(F)cc1 (stereo not given)
→ -11.2	0.1	-3.3	2.5	0.5	8.4	-1.7	5.1	2.4	1.9	0.3
Cc1cc(C)cc(NC(=O)CS(=O)(=O)c2cccc3nsnc23)c1
→ -13.0	3.8	10.7	1.9	1.8	-5.8	5.4	-1.7	-4.7	0.4	-6.1
C=C(C)CN1C(=O)c2ccccc2C1=O
→ -3.0	2.3	2.7	-2.6	1.1	27.4	-6.0	0.1	-2.1	-0.1	-1.7
Cc1cc(C)c(NC(=O)NC(=O)c2cccc(F)c2)c(C)n1
→ 605.4	-1.9	2.8	-1.2	-0.2	17.9	4.4	-2.4	-1.3	-1.9	-3.3
Cc1cc(C)c2oc(C(=O)NCc3ccccc3)cc(=O)c2c1
→ 10.8	-0.9	1.1	-0.9	2.1	12.6	-7.1	-3.2	-0.6	-2.2	-0.2
COc1ccc(NC(=O)CSc2nnc(-c3cccnc3)n2Cc2ccco2)c(OC)c1
→ ·	·	3.0	-0.5	1.7	10.3	-0.6	-2.8	-1.6	·	0.4
COC1=CC(=O)OC12CCCCC2
→ -2.2	-0.9	-0.5	3.1	3.6	-0.3	-4.0	-2.5	-16.4	-3.7	0.5
Cc1ccc(SCC(=O)OCC(=O)NCCCc2ccccc2)cc1
→ 0.2	-1.0	-8.8	-2.1	2.6	5.2	-19.1	3.9	1.9	-2.2	-1.6
Cn1c(=O)n(C)c2cc(/C=C(/C#N)C(=O)NCc3ccco3)ccc21
→ 26.3	0.3	4.8	-0.5	-0.5	-1.9	-11.0	0.7	-0.1	-1.4	-1.2
Cc1cccc(CN2CCc3c([nH]c4ccccc34)C2CC(C)C)n1 (stereo not given)
→ -6.7	-2.0	2.1	-2.0	-3.1	-23.3	-0.6	-1.9	0.2	-1.2	-0.9
O=C(O)COc1ccccc1/C=N/NC(=O)c1cc(-c2ccc(F)cc2)nc2ccccc12
→ 23.6	0.2	-16.8	5.3	2.5	18.4	-6.9	1.3	-3.7	-0.9	-0.8
O=C(Nc1cccc(/C=C/c2ccccn2)c1)c1ccc(-n2cncn2)cc1
→ -0.1	-2.2	2.3	1.3	·	2.2	-4.4	-0.6	-3.5	-2.8	0.3
CCOC(=O)N1CCC(Nc2ccc3nnc(-c4ccccc4)n3n2)CC1
→ 9.5	-1.1	-8.3	5.1	0.6	-1.9	-5.0	0.7	1.7	-1.9	-1.2
COCCCNC(=S)N1CCN(C(=O)C(=O)Nc2ccc(C(=O)OC)cc2)CC1
→ 2.8	-1.1	-14.5	-0.9	1.2	16.3	3.3	-4.7	-4.8	-0.2	-0.8
CN1CCN(c2c(/C=N/O)c3ccccc3n2C)CC1
→ -19.4	-2.1	-0.1	-0.8	3.7	8.6	9.9	-2.4	-4.4	-0.7	0.6
O=C(COC(=O)/C=C/c1ccc(OC(F)F)cc1)NC1CCCCCC1
→ -9.9	-1.0	-0.8	-5.1	1.9	-10.2	-0.1	2.6	5.1	-1.8	1.4
COC(=O)NNC(=S)Nc1cc(OC)ccc1OC
→ 2.4	0.9	-0.5	0.1	0.6	25.4	2.2	-2.3	0.9	-2.9	1.5
CCOC(=O)c1cn(-c2ccccc2)nc1-c1ccncc1
→ 17.7	-0.7	-6.1	-5.3	2.9	-10.2	-12.6	3.7	-3.0	-2.3	-0.7
Cc1c(NC(=O)C(C)OC(=O)c2ccc(NC(=O)CC#N)cc2)c(=O)n(-c2ccccc2)n1C (stereo not given)
→ -10.0	-0.7	-5.2	-3.1	1.1	-2.3	1.8	0.9	-3.2	-1.7	0.2
COc1ccc(C(=O)NCc2nnc(SCC(=O)c3ccc(F)cc3)n2C)cc1OC
→ -11.4	-1.4	1.2	-2.3	-0.1	1.9	1.7	2.6	1.3	-1.4	-2.7
COc1cc(C(=O)OCC(=O)NCc2ccc(F)cc2)cc(NC(=O)c2cccs2)c1OC
→ 1.4	6.3	7.1	-4.3	2.9	-9.0	-5.0	3.8	9.5	1.3	0.3

More compounds follow.
Value order: SUMO Mot1 rescue	AddAB inh	PKA-R2B activ	DAGLB inhibitor	phage Ecoli inh	HTR5A inv ag	PKA-R1A act	HTR5A ag ctr	Tat transport	Ecoli viability	CDK5 p35 inh
O=C(Cn1cccc1C(=O)c1ccccc1)NCCCN1CCOCC1
→ -13.0	2.9	3.8	0.6	1.0	10.3	-3.5	-0.5	-4.7	0.0	0.6
CN(CC(=O)Nn1cnnc1)S(=O)(=O)c1ccccc1
→ -10.3	3.3	-3.5	-1.4	·	0.5	0.9	0.9	8.6	1.1	0.8
CCN(Cc1ccccc1)S(=O)(=O)c1ccc(C(=O)N(CCCN(C)C)c2nc3ccc(F)cc3s2)cc1
→ 1.3	0.2	5.9	0.0	2.1	-1.4	-5.0	3.6	26.3	-4.3	2.9
CN1CCN(C(=O)C2=C[C@@H](c3ccc(C(F)(F)F)cc3)C[C@@H](OCCCCO)O2)CC1
→ 8.8	0.3	-7.6	0.0	0.1	-6.7	1.6	-0.5	-3.4	-2.1	-1.0
Cc1cccc(NC(=O)Cc2noc3ccccc23)c1C
→ -10.1	1.5	-1.9	-5.3	5.4	0.4	-5.5	-1.0	3.1	-1.1	1.5
O=C(NNc1nc2cc3c(cc2s1)OCO3)c1ccc(F)cc1
→ 0.7	2.2	-6.4	3.5	0.5	7.8	2.8	-2.7	-0.2	-1.9	-0.8
Cc1cc(NS(=O)(=O)c2ccc(NC(=O)/C=C/c3ccc(C)o3)cc2)nc(C)n1
→ 16.1	-0.9	-5.6	0.6	3.0	-30.2	-8.6	-4.0	-13.3	1.1	-0.2
Cc1ccccc1C(=O)c1cccn1CC(=O)N1CCCCCC1
→ 14.3	4.3	-5.9	-0.2	2.3	8.1	-13.1	-3.3	-2.1	3.5	-0.1
CCc1cccc(C)c1NC(=O)CSc1nnc(CCCOc2ccc(Cl)cc2Cl)n1C
→ 4.6	-0.9	3.4	-3.0	-0.7	-7.4	-0.7	2.1	-3.8	-1.9	0.8
O=C(CN1CCN(c2ccc(F)cc2)CC1)Nc1ccccc1C(=O)NCCc1ccccc1
→ ·	-1.1	-5.8	-3.8	-1.7	5.9	-11.6	-1.6	14.0	-1.7	-1.5
O=C(NC(=S)Nc1ccc(N2CCOCC2)cc1)c1cccc([N+](=O)[O-])c1
→ -11.0	5.1	-2.7	-1.5	4.8	-4.7	-2.4	0.6	-8.5	2.4	-1.0
COc1ccc(OC)c(CNC(=O)Cc2c(C(=O)O)[nH]c3ccc(Cl)cc23)c1
→ -29.0	2.1	-7.8	0.7	4.9	4.4	0.2	-1.6	-3.8	1.5	-1.4
Cc1c(NC(=O)c2nn3c(C(F)(F)F)cc(-c4ccccc4)nc3c2Br)c(=O)n(-c2ccccc2)n1C
→ -4.4	1.9	12.3	0.0	2.6	-1.5	6.0	0.6	-3.7	-0.5	-0.4
Cc1cc(C)c2nc(C(F)(F)F)nc(N3CC(C)OC(C)C3)c2c1 (stereo not given)
→ 111.8	1.3	-3.4	-7.4	3.8	-10.4	4.0	5.1	3.7	-2.1	-0.4
O=S(=O)(NCc1ccccc1)c1ccc(S(=O)(=O)N(Cc2cccs2)CC2CCCO2)cc1 (stereo not given)
→ 338.7	4.7	4.1	-3.5	2.5	-0.1	-4.8	0.2	-13.3	1.9	1.3
COc1ccc(NC(=O)c2ccccc2CC[N+](=O)[O-])cc1
→ -7.8	1.4	2.9	-1.2	1.8	-13.4	-0.7	-4.2	7.7	1.1	0.1
Cc1c(CC(=O)NCCC(C)C)c(=O)oc2cc3c(cc12)CCC(C)(C)O3
→ -4.0	0.4	-7.3	0.3	4.3	10.5	-3.6	-2.8	-5.4	2.9	1.4

Assay outcomes deposited in PubChem BioAssay by several laboratories.
